Assay outcomes: PubChem BioAssay, Sanford-Burnham Center for Chemical Genomics
Siah-1 displacement = blockers of Siah-1 interaction with plectin peptide – biochemical, fluorescence polarization, rhodamine-plectin, uHTS, primary screen (AID 1817) | Siah-1 / rhodamine-plectin peptide fluorescence polarization; higher % means a stronger effect | displacement, % at 20 µM; hits with a dose series show IC50 in µM | hit rate 0.02% among 290,000;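 active means displacement of at least 50% at 20 µM, with a fluorescence ratio check between 0.3 and a set limit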;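 further: plate controls were Siah plus tracer with DMSO for no effect and tracer alone without Siah for full effect; strong numbers were not always called active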
AID2073 = inhibitors of Mint1-CaV2.2 protein interaction, biochemical, HTRF (AID 2073); HTRF protein-protein interaction, Mint1-CaV2.2; higher % means a stronger effect; one-dose inhibition, % at 20 µM; IC50 in µM for titrated hits; hit rate 0.19% among 290,000; in the data active means inhibition mostly above about 51%, no sharp cut-off; inconclusive means no clear call, values can overlap the other calls; inactive means mostly below about 53%; further: some results filed as inactive read as strong as hits
LYP inhibition = inhibitors of LYP phosphatase, biochemical, fluorescence intensity, uHTS (AID 1779); recombinant LYP phosphatase, fluorescence intensity; higher % means a stronger effect; inhibition, % at 11.5 µM, or IC50 in µM where a hit was titrated; hit rate 0.054% among 290,000; in the data active means inhibition above about 50%;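 further: plate controls were vehicle with enzyme for no effect and no enzyme for full effect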
* marks the source's active call; other numbers are inactive results; u = inconclusive.

| Siah-1 displacement | AID2073 | LYP inhibition | compound |
| --- | --- | --- | --- |
| -3% | 6% | -9% | Cc1ccccc1NC(=O)/C(C#N)=C/c1ccc[nH]1 |
| 6% | 2% | -8% | COc1ccc(-c2noc(N3CCCC(C(=O)Nc4ccc(F)cc4F)C3)n2)cc1 (configuration not stated) |
| -1% | 6% | -4% | O=C(CN1CCN(c2ccc(F)cc2)CC1)Nc1ccccc1 |
| -8% | 15% | -2% | O=C(Nc1ccc(N2CCN(C(=O)c3ccccc3)CC2)cc1)c1ccc2c(c1)OCCO2 |
| 4% | 2% | -9% | CCOc1ccc(N2CC(C(=O)NCc3nnnn3-c3ccc(C)c(C)c3)CC2=O)cc1 (configuration not stated) |
| -5% | -6% | -8% | CC1CN(S(=O)(=O)c2ccc(CN3C(=O)c4cccnc4C3=O)cc2)c2ccccc2O1 (configuration not stated) |
| 5% | 13% | -2% | CCCCOc1cccc(C(=O)Nc2ccc(S(=O)(=O)Nc3cc(C)on3)cc2)c1 |
| 1% | 9% | -2% | COC(=O)C1=C(C)NC(=O)NC1c1c(O)ccc2ccccc12 (configuration not stated) |
| 0% | 18% | -4% | CCOc1ccc(-c2cc(C(=O)N/N=C(\C)c3cccnc3)c3ccccc3n2)cc1 |
| -1% | 9% | -6% | CCC(=O)N1CCc2cc(S(=O)(=O)CCC(=O)N3CCN(c4ccc(Cl)cc4)CC3)ccc21 |
| 0% | -4% | -7% | COc1ccc(C(CNC(=O)COc2ccccc2C)N2CCCC2)cc1 (configuration not stated) |
| 0% | 6% | -7% | OCc1cn(-c2ccccc2)nc1-c1ccc(Br)cc1 |
| 1% | -5% | -9% | Cc1ccccc1C(=O)Nc1ccnn1C1CCN(Cc2cnn(C)c2)CC1 |
| 7% | 7% | -4% | COC(=O)c1cccc(NC(=O)CSCc2ccccc2)c1 |
| 1% | -2% | -5% | CCc1cc2c(-c3ccccc3)cc(=O)oc2cc1OCC(C)=O |
| 11% | 9% | -9% | COc1cccc(NC(=O)N2CCC(NC(=O)C(Cc3ccccc3F)NC(C)=O)CC2)c1 (configuration not stated) |
| -2% | -2% | 0% | COc1ccc(C(=O)CSc2nccn2C)c(OC)c1 |
| 1% | -1% | -4% | O=C(NCC1CCCO1)/C(=C/c1ccccc1F)NC(=O)c1ccccc1 (configuration not stated) |
| 0% | 10% | -13% | Cc1ccc(OCC(=O)NCCCNC(=O)c2ccco2)cc1 |
| -4% | 28% | -50% | N=c1c(C(=O)NC2CCCCC2)cc2c(=O)n3ccccc3nc2n1Cc1ccc(F)cc1 |
| 0% | 1% | -2% | Cc1ccccc1CC(=O)Nc1sc(C(C)C)cc1C(=O)N1CCOCC1 |
| 0% | -6% | -9% | C=CCn1c(SCC(=O)Nc2ccccc2C)nc(O)cc1=O |
| -2% | 13% | -3% | Cc1ccc(C)c(N2CCN(S(=O)(=O)c3ccc4[nH]c(=O)ccc4c3)CC2)c1 |
| -5% | 9% | -14% | COc1ccc(NC(=O)N2CCCC(C(=O)NCCc3ccccc3)C2)cc1 (configuration not stated) |

Full records, quoted from the list.
C=CCn1c(SCC(=O)Nc2ccccc2C)nc(O)cc1=O across the screens: Siah-1 displacement = 0%; AID2073 = -6%; LYP inhibition = -9%
Cc1ccc(C)c(N2CCN(S(=O)(=O)c3ccc4[nH]c(=O)ccc4c3)CC2)c1 across the screens: Siah-1 displacement = -2%; AID2073 = 13%; LYP inhibition = -3%

(listing goes on)
| Siah-1 displacement | AID2073 | LYP inhibition | compound |
| --- | --- | --- | --- |
| 1% | u | -33% | Cc1ccc2nc3c(cc(C(=O)NC4CCS(=O)(=O)C4)n3Cc3ccccc3)c(=O)n2c1 (configuration not stated) |
| 14% | -4% | -9% | CCOc1ccc(CCNC(=O)C2CSC3(C)CCC(=O)N23)cc1OCC (configuration not stated) |
| 1% | 29% | -18% | CCOC(=O)N1CCN(C(=O)c2cc3c(s2)-c2c(C)cccc2OC3)CC1 |
| 1% | -3% | -7% | CC(C)OCCCNC(=O)c1ccc2c(c1)S(=O)(=O)c1ccccc1C2=O |
| 1% | -5% | -12% | Cn1c(CNS(=O)(=O)c2ccc(Cl)cc2)cc(=O)n(C)c1=O |
| -3% | 7% | -6% | COc1ccccc1OCCNC(=O)CN(c1cccc(C)c1)S(=O)(=O)c1ccccc1 |
| -2% | 0% | -7% | Cc1ccc(CCNC(=O)c2cccc(NC3=NC4CS(=O)(=O)CC4S3)c2)cc1 (configuration not stated) |
| 0% | -2% | -10% | CC(=O)Nc1ccc(S(=O)(=O)N2CCN(S(=O)(=O)N3CCOCC3)CC2)cc1 |
| 8% | -6% | -10% | CC1=C(C(=O)NC2CCCc3c2cnn3-c2cc(F)cc(F)c2)OCCO1 (configuration not stated) |
| -3% | 28% | -10% | O=C(Nc1ccc2c(c1)OCO2)c1cc(-c2ccc(O)cc2)on1 |
| -3% | 17% | -1% | CCN(CC)CCNC(=O)CNC(=O)c1nn(-c2ccc(OC)cc2)c(=O)c2ccccc12 |
| 10% | -5% | -4% | CC(C)C(=O)Nc1cccc(NC(=S)NC(=O)c2ccc3c(c2)OCO3)c1 |
| -5% | 13% | -11% | Cc1ccc(NC(=O)Cn2c(O)c(N=NC(N)=S)c3ccccc32)cc1 |
| 3% | 10% | -7% | CCOC(=O)N1CCN(CC(c2ccccc2)c2ccccc2)CC1 |
| -7% | -31% | -6% | Cc1ccccc1C(=O)NC(=S)N(C)C1CCCCC1 |
| 0% | 0% | -16% | Cc1cc(NC(=O)CCC(=O)N(Cc2ccc(F)cc2)C(C(=O)NC2CCCC2)c2ccco2)no1 (configuration not stated) |
| -5% | 15% | -6% | NC(=S)c1cnn2c(-c3cccc(C(F)(F)F)c3)ccnc12 |
| -1% | -3% | -2% | Cc1ccc(S(=O)(=O)N2CCN(C(=O)c3ccccc3Cc3ccccc3)CC2)c(C)c1 |
| -6% | 9% | -9% | CC(C)C(=O)Nc1ccc(Cl)cc1-c1nc2ccccc2[nH]c1=O |
| 14% | 6% | -6% | COc1cc(/C=C2\C(=N)N3N=C(S(C)(=O)=O)SC3=NC2=O)ccc1OS(=O)(=O)c1ccccc1 |
| -5% | -1% | -6% | CC(=O)N1CCN(S(=O)(=O)c2cccc(C(=O)Nc3ccc(OC(F)F)cc3)c2)CC1 |
| 1% | -1% | -6% | CN(C)c1ccc(/C=C(\NC(=O)c2ccccc2)C(=O)NCCN2CCOCC2)cc1 |
| -3% | 6% | -9% | Cc1cc(F)ccc1NC(=O)c1cc(S(=O)(=O)N2CCOCC2)cn1C |
| -1% | 0% | -4% | Cc1ccc(N2CC(C(=O)Nc3ccccc3C(=O)N3CCOCC3)CC2=O)cc1 (configuration not stated) |
| -2% | 8% | -4% | COc1c(C)cccc1C(=O)NCc1ccc2c(c1)OCO2 |
| -6% | 5% | -9% | Cc1ccc(C)c(N2CCN(C(=O)c3cc(S(=O)(=O)N4CCOCC4)cn3C)CC2)c1 |
| -2% | 25% | -10% | COc1ccc(NC(=O)c2cc(-c3ccc(C)cc3)on2)cc1 |
| -1% | 7% | -8% | COc1ccc(N(CC(=O)N2CCN(Cc3ccccc3)CC2)S(C)(=O)=O)cc1 |
| -3% | 15% | -6% | CN(C)Cc1c(C(=O)N/N=C/c2ccccc2OCc2ccc(F)cc2)nnn1-c1nonc1N |
| -2% | 6% | -5% | CCOc1ccc(S(=O)(=O)NCc2cccnc2)c2ccccc12 |
| -4% | 38% | -11% | COc1ccc(OC)c(CCNC(=O)c2ccc3c(c2)N(Cc2ccccc2)CCS3)c1 |
| 2% | 5% | -4% | N#Cc1ccc(-c2ccc(OCC(=O)Nc3cccnc3)cc2)cc1 |
| 1% | -9% | -5% | O=C(O)/C(=C\c1cccc(OCc2ccccc2)c1)c1ccc(F)cc1 |
| -2% | -26% | 4% | CC(C(=O)NC1C=CS(=O)(=O)C1)N1C(=O)/C(=C\c2ccccc2)SC1=S (configuration not stated) |
| -4% | 11% | -2% | CSc1ccc(CNC(=O)Cn2nc(C)c3c(C)n(-c4ccc(C)cc4)nc3c2=O)cc1 |
| -1% | -1% | -7% | COc1ccc(C(=O)NCc2csc(C(C)C)n2)cc1OC1CCN(C(C)=O)CC1 |
| -1% | 2% | -6% | CC(C)[C@@H](C(=O)NC1CCCC1)N1C(=O)N2CCc3c([nH]c4ccccc34)[C@@]2(C)C1=O |
| 1% | 10% | -2% | O=C(NCCN1CCN(C(=O)c2cccc([N+](=O)[O-])c2)CC1)C(=O)NCc1ccc(Cl)cc1 |
| 19% | 2% | -5% | COC(=O)c1ccc(NC(=O)CCS(=O)(=O)c2ccc(C)cc2)cc1 |
| 2% | 11% | -6% | CCCCNC(=O)C(=O)Nc1cc2c3c(c1)CCC(=O)N3CCC2 |
| 13% | 22% | -5% | C=CCc1ccc(OCc2ccc(C(=O)O)o2)c(OC)c1 |
| 22% | 9% | -11% | CC1CCN(c2ccc(-c3ccc(NC(=O)C(F)(F)F)cc3)nn2)CC1 |
| 3% | -4% | -8% | Nn1cnnc1N/N=C/c1ccc(F)cc1 |
| -3% | 16% | -9% | Cc1ccc(S(=O)(=O)c2nnn3c2nc(N2CCC(C(N)=O)CC2)c2ccccc23)cc1C |
| 3% | 8% | -8% | Cc1ccc([N+](=O)[O-])cc1NC(=S)NCCc1ccccc1 |
| 2% | -4% | -4% | CCOc1cc(/C=N/NC(=O)c2ccncc2)ccc1OC(=O)c1ccco1 |
| 9% | 0% | -6% | O=C(Nc1ccc(Cl)cc1)Nn1cnnc1 |
| -2% | -2% | -13% | Cc1ccccc1CCNC(=O)C1CC(O)CN1C(=O)Nc1ccccc1 (configuration not stated) |
| 8% | 7% | -5% | O=C(Nc1cccc(S(=O)(=O)N2CCCCC2)c1)c1cccs1 |
| 10% | 3% | -11% | Nn1c(SCC(=O)Nc2ccc3c(c2)OCCO3)nnc1-c1cccnc1 |
| -5% | 7% | -6% | CC1(C)C2CCC1(CS(=O)(=O)NC(CC(=O)O)c1cccc(Br)c1)C(=O)C2 (configuration not stated) |
| 2% | 6% | -11% | COc1ccccc1CNC(=O)Cn1ccc2cc(S(=O)(=O)N3CCCC3)ccc21 |
| 3% | 9% | -5% | COc1ccc(S(=O)(=O)NCCc2ccccc2)c2cccnc12 |
| 13% | 1% | -11% | CCc1c(C)nc2cc(-c3ccccc3)[nH]n2c1=O |
| -7% | 10% | -6% | Cc1ccc(-c2csc3ncnc(N4CCN(C)CC4)c23)cc1C |
| 1% | -2% | -8% | Cc1ccc(NC(=O)COc2nsnc2N2CCOCC2)cc1Cl |
| 0% | 3% | -4% | CC1=C(C(=O)Nc2cc(C(=O)N3CCN(c4cccc(C)c4)C(C)C3)ccc2C)SCCO1 (configuration not stated) |
| 5% | -9% | -10% | O=C(O)C1CCCN1S(=O)(=O)c1ccc(Cl)cc1 (configuration not stated) |
| -3% | -3% | -11% | C=CCn1cc(CN2CCC(C(=O)Nc3ccc(Oc4cccnc4)cc3)CC2)c(C)n1 |
| -5% | 29% | -9% | N#CCC(=O)Nc1ccc(C(=O)NCCC(c2ccccc2)c2ccccc2)cc1 |

Additional compounds
| Siah-1 displacement | AID2073 | LYP inhibition | compound |
| --- | --- | --- | --- |
| 2% | 13% | -11% | Cc1ccc(S(=O)(=O)CC(=O)Nc2cc(C)on2)cc1 |
| 4% | 9% | -7% | Cc1ccc(C(=O)COC(=O)C(C)N2C(=O)C3C4CCC(C4)C3C2=O)cc1 (configuration not stated) |
| -3% | 10% | -10% | CC(C)[C@H](NC(=O)N1CCn2c1nc1ccccc12)C(=O)N[C@H](C(=O)O)c1ccccc1 |
| -6% | -6% | -5% | CCOc1ccc(NS(=O)(=O)c2ccc3c(c2)N(C(C)=O)CCO3)cc1 |
| 4% | -4% | -2% | COc1cccc(CNS(=O)(=O)c2ccc3c(c2)CC(C)N3C(C)=O)c1 (configuration not stated) |
| 1% | 15% | -3% | COc1ccc2cc(C3c4cc(OC)c(OC)cc4CCN3C(=O)c3ccco3)c(=O)[nH]c2c1 (configuration not stated) |
| 0% | 9% | -9% | COc1ccc(OC)c(N2C(=NC(=O)C3CCCCC3)SC3CS(=O)(=O)CC32)c1 (configuration not stated) |
| 1% | 32% | -15% | COC(=O)C1=CN(Cc2ccc(OC)c(OC)c2)C=C(C(=O)OC)C1c1cccc(OC)c1OC |
| 1% | 16% | -13% | COc1ccc(NC(=O)Nc2cccc3ccccc23)cc1S(N)(=O)=O |
| 8% | 7% | -7% | Cc1cc(C(C)(C)C)cc(C)c1C[n+]1ccc2ccccc2c1 |
| 5% | 8% | -7% | CCc1ccccc1NC(=O)Nc1c(C)n(C)n(-c2ccccc2)c1=O |
| 0% | 23% | -10% | CC(=O)c1ccc(NC(=O)c2cc(=O)[nH]c3ccccc23)cc1 |
| -1% | 6% | -13% | O=C(O)CC1(CC(=O)Nc2ccc(C(F)(F)F)cc2)CCCC1 |
| 6% | 4% | -2% | O=C(/C=C/c1ccc(OC(F)F)cc1)Nc1cccc(S(=O)(=O)NC2=NCCCCC2)c1 |

Individual results from the entries so far:
O=C(O)CC1(CC(=O)Nc2ccc(C(F)(F)F)cc2)CCCC1 in LYP inhibition shows -13%
Cc1ccc(OCC(=O)NCCCNC(=O)c2ccco2)cc1 in Siah-1 displacement shows 0%

Two successive records from above, quoted:
| Siah-1 displacement | AID2073 | LYP inhibition | compound |
| --- | --- | --- | --- |
| -3% | 6% | -9% | Cc1ccccc1NC(=O)/C(C#N)=C/c1ccc[nH]1 |
| 6% | 2% | -8% | COc1ccc(-c2noc(N3CCCC(C(=O)Nc4ccc(F)cc4F)C3)n2)cc1 (configuration not stated) |

The list is partial (hit frequency here may not be typical).
